ATXN2 expr inh: ATXN2 expression inhibition; HEK-293 ATXN2-luciferase reporter, luminescence, 24 h; Potency, µM (doses to about 57 µM), for inactives: top-dose activity change, negative = inhibition, actives largely listed as inhibitors; 0.72% of 360,000 active; further: on the % scale 0 is the no-effect control and ±100 the full control effect; nearly all actives have a fitted effect of over 55% in size
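ATXN2-luciferase reporter cells (luciferase flanked by upstream and downstream ATXN2 gene portions) were treated 24 h at 37 °C with compounds at up to 57 uM. SteadyGlo luminescence gave expression; GF-AFC fluorescence gave viability.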
TGFb SMAD3 inh: blocks TGF-b signaling | HepG2 CAGA-GFP TGF-b/SMAD3 reporter, GFP fluorescence, 18 h; TGF-beta stimulated, 500 pg/mL final | Potency, µM (top dose mostly 46.1 µM), inactives show at the top dose activity, negative = inhibition, actives largely listed as inhibitors | 1.2% of 410,000 active; further: on the % scale 0 is the no-effect control and ±100 the full control effect; nearly all actives have a fitted effect of over 65% in size
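Inhibition was scored as loss of TGF-beta-induced (500 pg/mL final, 18 hours, 37 degrees C) GFP in HEPG2 cells carrying a CAGA-GFP reporter, in DMEM with 1% FBS. Well GFP was summed per cell; Activity was normalised to unstimulated and stimulated DMSO wells, then concentration-response fitting.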
A549 tox: counter-screen for Nrf2 inhibitors: cytotoxicity in A549 cells; 0.16% of 390,000 active; A549 ARE-Fluc cells, CellTiter-Fluor viability, 18-24 h; Potency, µM (top dose mostly 46 µM), inactives show at the top dose activity change, negative = cytotoxicity, hits mostly inhibitors; further: on the % scale 0 is the no-effect control and ±100 the full control effect
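Cytotoxicity counterscreen: CellTiter-Fluor fluorescence was measured in A549 ARE_Fluc cells after 18-24 h of compound exposure in a concentration series. The subsequent BugLite luminescent read reports ARE-luciferase activity.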
EPAC2 antagonist: blocks human EPAC2 exchange factor. Q8WZA2. EPAC2 GEF exchange of Rap1B-BODIPY-GDP, fluorescence. Potency, µM (series often up to 114 µM), without a hit: at the top dose activity, negative = inhibition, most hits filed as inhibitors. 0.18% of 360,000 active; further: on the % scale 0 is the no-effect control and ±100 the full control effect; nearly all actives have a fitted effect of over 45% in size; many of its hits are not listed in these tables
Target sequence (Q8WZA2 whole entry, looked up): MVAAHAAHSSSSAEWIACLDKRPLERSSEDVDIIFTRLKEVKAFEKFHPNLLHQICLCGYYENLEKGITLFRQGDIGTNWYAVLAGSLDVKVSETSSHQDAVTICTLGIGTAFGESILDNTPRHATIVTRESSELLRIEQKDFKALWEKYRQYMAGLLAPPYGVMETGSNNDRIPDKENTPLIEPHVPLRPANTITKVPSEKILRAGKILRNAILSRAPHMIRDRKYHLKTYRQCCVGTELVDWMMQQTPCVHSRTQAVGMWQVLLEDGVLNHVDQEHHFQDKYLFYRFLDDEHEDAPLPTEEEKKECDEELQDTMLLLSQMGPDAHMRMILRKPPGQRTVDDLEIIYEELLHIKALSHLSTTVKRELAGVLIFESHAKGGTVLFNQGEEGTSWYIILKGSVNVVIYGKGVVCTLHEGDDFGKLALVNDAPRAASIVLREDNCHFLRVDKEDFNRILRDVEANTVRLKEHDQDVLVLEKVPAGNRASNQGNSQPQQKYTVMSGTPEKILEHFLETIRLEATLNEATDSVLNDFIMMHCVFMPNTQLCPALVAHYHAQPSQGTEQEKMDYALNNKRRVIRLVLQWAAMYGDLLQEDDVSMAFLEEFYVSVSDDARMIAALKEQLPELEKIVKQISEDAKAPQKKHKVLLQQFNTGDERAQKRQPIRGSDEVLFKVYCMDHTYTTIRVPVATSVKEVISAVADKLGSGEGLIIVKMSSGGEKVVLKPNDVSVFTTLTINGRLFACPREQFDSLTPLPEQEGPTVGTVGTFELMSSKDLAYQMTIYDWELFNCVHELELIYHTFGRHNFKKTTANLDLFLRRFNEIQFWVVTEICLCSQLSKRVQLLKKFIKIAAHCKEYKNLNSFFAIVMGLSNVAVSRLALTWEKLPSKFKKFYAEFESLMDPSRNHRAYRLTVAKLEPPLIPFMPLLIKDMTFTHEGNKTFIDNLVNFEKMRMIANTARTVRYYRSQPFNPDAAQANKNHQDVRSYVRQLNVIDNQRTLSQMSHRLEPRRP
Nrf2 activator: Nrf2 pathway activation | AREc32 ARE-luciferase reporter (MCF7-derived line), luminescence, 24 h | Potency, µM (top dose mostly 46.1 µM), without a hit: top-dose activation, most hits filed as activators | 0.31% of 410,000 active; further: % of control where 0% means no effect; nearly all actives have a fitted effect of over 65% in size
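Reporter line AREc32 (ARE-Fluc), seeded overnight in OPTI-MEM with 5% FBS; compound pin-transferred, 24 hr at 37 deg C, 5% CO2; luminescent read-out.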
MCF10A rereplic: inducers of DNA re-replication in MCF 10A breast cells | AID 624296 | MCF 10A DNA re-replication, Hoechst nuclear intensity, 48 h | Potency, µM (top dose mostly 46.1 µM), inactives show at the top dose activity, positive = re-replication, most hits filed as activators | 2.9% of 350,000 active; further: % of control where 0% means no effect; nearly all actives have a fitted effect of over 50% in size
ATXN viability: viability counter-screen for ATXN expression inhibitors | S2 cells (HEK-293 line with an ATXN2-luciferase reporter) viability, CellTiter-Fluor protease fluorescence, 24 h | Potency, µM (highest dose often 56.7 µM), actives largely listed as cytotoxic | 0.49% of 400,000 active | AID 651635; further: nearly all actives have a fitted effect of over 40% in size
Nrf2 block: blocks Nrf2 signaling; AID 504444; 2.1% of 360,000 active; A549 ARE-Fluc reporter, luciferase luminescence, 18-24 h; Potency, µM (doses to about 46 µM), for inactives: at the highest dose activity change, negative = inhibition, most hits filed as inhibitors; further: on the % scale 0 is the no-effect control and ±100 the full control effect; nearly all actives have a fitted effect of over 60% in size
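Nrf2 function is reported as luminescence of an ARE-controlled luciferase in A549 cells. Compounds were tested at several concentrations, and a CellTiter-Fluor read on the same wells flagged cytotoxicity.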
HepG2 viability: kills HepG2 cells in TGF-b inhibitor counter-screen; HepG2 CAGA-GFP viability, ATP luminescence, 18 h; AID 588856; Potency, µM (series often up to 46.1 µM), for inactives: top-dose activity change, negative = cytotoxicity, actives largely listed as cytotoxic; 0.76% of 410,000 active; further: some results filed as inactive show a strong effect at the top dose
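CellTiter-Glo luminescence gave cytotoxicity after 18 hours at 37 degrees C. The cells were HepG2 CAGA-GFP in 1% FBS DMEM, stimulated with 500 pg/mL TGF-beta after compound addition. %Activity was normalised to no-cell wells (complete cell-killing) and DMSO (no toxicity), and curves were fitted and classified.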
Numbers without * were called inactive; i = inactive; ? = inconclusive; nt = not tested or not shown; & = joins results of further samples; [ ] = remark or other dose. The call rests on the fitted dose curve; in most records, active means well fitted curve in the direction sought with a large enough effect; inconclusive means small, poorly fitted or top-dose-only effect, or another doubt; inactive means no such curve, though single readings can be large; an effect the other way counts as inactive or inconclusive. Potency means the concentration at half of the fitted maximal effect.

SMILES	ATXN2 expr inh	TGFb SMAD3 inh	A549 tox	EPAC2 antagonist	Nrf2 activator	MCF10A rereplic	ATXN viability	Nrf2 block	HepG2 viability
COc1ccc(NC(=O)CSCC(=O)N(C)CC(=O)Nc2c(C)cccc2C)cc1	1%	-6%	-3%	6%	-0.3%	-2%	i	2%	4%
CC1CCN(c2ccc(-c3ccc(NC(=O)C(F)(F)F)cc3)nn2)CC1	?	-3%	0%	0%	-1.3%	-3%	i	?	-10%
C=CCc1ccc(OCc2ccc(C(=O)O)o2)c(OC)c1	29%	9%	5%	2%	-2.2%	0%	i	?	-5%
C=CCOC(=O)C1=C[C@@H](c2ccc(Br)cc2)C[C@@H](OCCCCO)O1	-5%	?	-8%	?	2.9%	-12%	i	0%	7%
CCOC(=O)CCCCCC(=O)Nc1ccc2c(c1)CC(=O)N([C@@H](C)CO)C[C@@H](C)[C@@H](CN(C)C(=O)Nc1ccc(C(F)(F)F)cc1)O2	-12%	?	2%	4%	-0.3%	-2%	i	13%	-46%
Cc1nc(-c2cccc(Cl)c2)n[nH]1	-19%	-6%	0%	3%	2.9%	?	i	3%	-10%
O=C(NCCC1=CCCCC1)N[C@@H](Cc1ccccc1)C(=O)O	8%	-14%	-10%	0%	-0.5%	0%	i	12%	2%
CCc1onc(C)c1C(=O)Nc1ccc(N2CCOCC2)cc1	0%	0%	-2%	0%	-0.7%	5%	?	12%	16%
CCOC(=O)C1CCCN(C(=O)c2ccc(Cl)cc2)C1 (configuration not stated)	-9%[2.22 µM]	3%	0%	0%	-0.2%	-14%	i	2%	-2%
CCN(CC)S(=O)(=O)c1ccc(S(=O)(=O)NCC2CCCO2)cc1 (configuration not stated)	-44%	-13%	5%	5%	0.2%	2%	?	0%	-31%
COC(C/C=C/C(=O)[C@H](C)OCc1ccccc1)OC	?	?	-1%	14%	-2.7%	?	nt	3%	-86%
CC1=CC(C)C2(COC(=O)Nc3ccccc3)COC(C)C1C2C (configuration not stated)	-4%	0%	-20%	-17%	-0.1%	?	i	-23%	6%
Cn1cccc1/C=C1\SC(=S)N(NC(=O)c2ccccc2)C1=O	-2%	5%	-12%	0%	2.2%	12%	i	26%	14%
N#CC(C#N)=C1C(=O)N(CCN2CCOCC2)c2ccccc21	-15%	?	-7%	4%	?	10%	?	-7%	22µM*
CCNC(=O)COC(=O)c1cccc(Br)c1	1%	-20%	0%	2%	-0.4%	-14%	i	-1%	5%
COc1ccc(CCNc2cc(C)nc3c(-c4ccc(Cl)cc4)cnn23)cc1OC	6%	?	-5%	5%	0.1%	?	i	-4%	-10%
CC(NC(=O)C1CCN(CCOc2ccc(Cl)cc2)CC1)c1cccc2ccccc12 (configuration not stated)	?	6.3µM*	nt	-15%	0.1%[9.22 µM]	nt	?	nt	11µM*
COc1ccc(CN(C)C(=O)CCl)cc1	nt	11%	-4%	3%	0.0%	?	?	-23%	-13%
CC(C)COc1ccc(-c2cc(C(=O)NN)[nH]n2)cc1	11%	-14%	-5%	2%	-0.6%	18%	i	-3%	-9%
Cc1oc(-c2ccccc2)nc1Cn1c(=O)cc(-c2ccccc2)c2c(C)nn(C)c21	7%	-1%	8%	nt	0.2%	nt	i	?	7%
COCc1nc2cccnc2n1C1CCN(S(=O)(=O)N(C)C)CC1	11%	2%	-1%	nt	-0.5%	nt	i	10%	2%
CCOC(=O)C1(CCOc2ccccc2)CCN(Cc2cccc3c2OCO3)CC1	-28%	?	-5%	2%	3.0%	?	i	-3%	-34%
COc1cc(S(=O)(=O)Nc2ccc(C)cc2)ccc1N=Cc1c(C)c(C#N)c(=O)n(C)c1O	?	82%[activator]	-26%	-14%	-0.2%	?	?	?	-11%
CCOc1ccc(S(=O)(=O)NCc2cccnc2)c2ccccc12	13%	16%	14%	-4%	0.3%	2%	i	-11%	-1%
COc1ccc(S(=O)(=O)Nc2cccnc2)cc1	4%	1%	0%	4%	-0.5%	12%	i	-8%	0%
COc1ccc(CCNC(=O)c2ccc3c(c2)CCN3S(=O)(=O)c2ccc(C)cc2)cc1	-6%	-24%	0%	nt	0.7%	nt	i	?	-10%
COc1ccc(S(=O)(=O)N2CCN(C(=O)c3ccccn3)CC2)cc1	10%	7%	2%	0%	0.6%	11%	i	16%	-13%
Cc1ccc(-n2c3nc(=O)[nH]c(=O)c-3cc3c(C)nn(-c4ccccc4)c32)cc1Cl	5%	6%	-2%	nt	-0.3%	nt	i	21%	5%
Cc1cc(C)c(Cn2c(=O)[nH][nH]c2=O)cc1Cn1c(=O)[nH][nH]c1=O	nt	-9%	nt	3%	0.2%	nt	i	nt	0%
CCCNC(=O)C1(C)CCN(Cc2ccc(Oc3ccccc3)cc2)C1 (configuration not stated)	-11%	10%	nt	6%	3.6%	nt	?	nt	-28%
CS(=O)(=O)c1ccc2nc(NC(=O)C3C4C=CC(C4)C3C(=O)O)sc2c1 (configuration not stated)	2%	12%	-11%	3%	2.8%	4%	i	5%	13%
CC(C)(C)C(=O)N/C(N)=N/c1nc2ccccc2o1	55%[activator]	-14%	-12%	-14%	2.2%	-21%	i	?	-45%
CC(NC(=O)c1ccccc1F)c1cccc2ccccc12 (configuration not stated)	4%	20%	19%	-5%	-1.4%	5%	i	8%	0%
O=c1oc2ccc(Br)cc2cc1-c1csc(-c2ccc(Cl)cc2)n1	4%	-3%	3%	nt	-0.1%	nt	i	nt	0%
Cc1ccc(S(=O)(=O)N2CCOCC2)cc1NC(=O)COC(=O)C1CCC1	nt	8%	nt	-19%	-0.1%	nt	i	nt	2%
COc1ccc(OC)c(CCNC(=O)c2ccc3c(c2)N(Cc2ccccc2)CCS3)c1	2%&1%	8%&-11%	-2%&2%	3%	0.0%&3.3%	11%	?	4%&9%	-4%&-2%
COc1ccc(NC(=O)Cc2ccsc2)cc1S(=O)(=O)N1CCOCC1	nt	-1%	0%	5%	-0.4%	-9%	i	7%	1%
CCNc1nc(SC)nc(N(C#N)CC(=O)OC)n1	-6%	-1%	?	-2%	4.9%	4%	i	6%	-3%
Cc1ccccc1NC(=S)NCc1ccc(Cl)cc1	3%	-22%	14%	-2%	-0.2%	-3%	i	-18%	29%
Cc1cccc(OCC(=O)N/N=C/c2cc([N+](=O)[O-])ccc2N2CCOCC2)c1	-11%	?	-2%	3%	-0.8%	10%	i	?	3%
O=C(NNS(=O)(=O)c1ccccc1)c1ccc(O)cc1	-7%	-23%	-6%	2%	-0.9%	0%	i	-15%	9%
COc1cccc(CNC(=O)Cn2c(SCC(=O)Nc3ccc(C)c(C)c3)nc3ccccc32)c1	-34%	?	-4%	nt	9.0%	nt	?	nt	-78%
C=CCNC(=O)c1ccc(C)cc1Cl	12%	-9%	nt	-3%	0.3%	0%	i	25%	-30%
COC(=O)c1ccc(COC(=O)c2ccccn2)cc1	16%	-15%	9%	5%	-0.5%	-6%	i	9%	-2%
O=C(O)/C(=C\c1cccc(OCc2ccccc2)c1)c1ccc(F)cc1	-17%	-1%	-5%	-25%	-0.3%	2%	i	-21%	-17%
O=C(CCSc1ccccc1Cl)Nc1cccc([N+](=O)[O-])c1	nt	?	?	-13%	4.7%	?	i	?	-30%
CCOc1cc(/C=N\NC(=O)CC(=O)NCCc2ccccc2)ccc1O	15%	1%	-5%	8%	0.2%	-3%	i	?	3%
CCC(=O)N1CCc2cc(S(=O)(=O)CCC(=O)Nc3ccc(C(C)=O)cc3)ccc21	-1%	1%	4%	2%	-0.9%	?	i	0%	-13%
O=C(OCc1c(-c2ccccc2)ncc2ccccc12)c1ccccc1C(F)(F)F	5%	?	11%	?	21%	?	i	6%	-38%
N#Cc1ccc(-c2ccc(OCC(=O)Nc3cccnc3)cc2)cc1	-34%	0%	-13%	-7%	1.8%	11%	i	7.3µM*	-14%

Next section
SMILES	ATXN2 expr inh	TGFb SMAD3 inh	A549 tox	EPAC2 antagonist	Nrf2 activator	MCF10A rereplic	ATXN viability	Nrf2 block	HepG2 viability
Fc1ccc(NC(=S)N2CCc3ccccc3C2)c(F)c1	7%	-5%	2%	-1%	2.6%	-1%	i	?	-28%
CCc1ccc2oc(-c3cccc(NC(=O)c4ccc(-c5cccc([N+](=O)[O-])c5)o4)c3)nc2c1	60%[activator]	6%	-3%	nt	12%	nt	?	?	-3%
O=C(NCc1ccccc1)c1ccc(NC(=O)C2CCCO2)cc1 (configuration not stated)	13%	-8%	5%	-7%	-0.6%	0%	i	-6%	0%
O=C(O)CSc1ncccn1	3%	17%	2%	4%	-0.9%	3%	i	-16%	-15%
COc1ccc(CNC(=O)C[C@H]2C[C@H](C(=O)N(C(C)C)C(C)C)[C@@]3(C)c4[nH]c5ccc(Cl)cc5c4CCN3C2=O)cc1OC	?	14µM*	-27%	-2%	7.5%	?	?	?	-12%
Cc1ccc(N2C(=O)N(Cc3cccc(Cl)c3)c3ccccc3S2(=O)=O)cc1	nt	0%	20%	nt	-0.1%	nt	nt	nt	-18%
CCOC(=O)c1cc(CC)sc1NC(=O)Cc1ccsc1	-9%	-8%	2%	-6%	-0.6%	9%	i	-20%	-35%
COC(C/C=C/[C@H](O)[C@H](C)OCc1ccccc1)OC	-1%	-1%	0%	9%	-0.8%	1%	i	-11%	-11%
CC(C)[C@H](NC(=O)N1CC(=O)Nc2ccccc21)C(=O)N1CCC[C@@H]1C(=O)O	6%	11%	7%	8%	-0.4%	-5%	i	2%	-1%

Exported field by field: part of the list above
> CCOC(=O)c1cc(CC)sc1NC(=O)Cc1ccsc1
  ATXN2 expr inh: -9%; TGFb SMAD3 inh: -8%; A549 tox: 2%; EPAC2 antagonist: -6%; Nrf2 activator: -0.6%; MCF10A rereplic: 9%; ATXN viability: i; Nrf2 block: -20%; HepG2 viability: -35%

> Cc1ccc(N2C(=O)N(Cc3cccc(Cl)c3)c3ccccc3S2(=O)=O)cc1
  ATXN2 expr inh: nt; TGFb SMAD3 inh: 0%; A549 tox: 20%; EPAC2 antagonist: nt; Nrf2 activator: -0.1%; MCF10A rereplic: nt; ATXN viability: nt; Nrf2 block: nt; HepG2 viability: -18%

A portion of the library; the hit share may differ from the screen's.
